# D1 allo mod: D1 dopamine receptor (human) allosteric modulation. HEK293 D1, CRE-luciferase, dopamine EC30 potentiation; actives deviate in either direction. B-score at 10 µM. hit rate 5.9% among 58,000;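 active means luminescence count or its row- and column-corrected plate score outside the 99.7% band of the plate's sample wells, on either side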
# Target sequence (P21728 whole entry, looked up): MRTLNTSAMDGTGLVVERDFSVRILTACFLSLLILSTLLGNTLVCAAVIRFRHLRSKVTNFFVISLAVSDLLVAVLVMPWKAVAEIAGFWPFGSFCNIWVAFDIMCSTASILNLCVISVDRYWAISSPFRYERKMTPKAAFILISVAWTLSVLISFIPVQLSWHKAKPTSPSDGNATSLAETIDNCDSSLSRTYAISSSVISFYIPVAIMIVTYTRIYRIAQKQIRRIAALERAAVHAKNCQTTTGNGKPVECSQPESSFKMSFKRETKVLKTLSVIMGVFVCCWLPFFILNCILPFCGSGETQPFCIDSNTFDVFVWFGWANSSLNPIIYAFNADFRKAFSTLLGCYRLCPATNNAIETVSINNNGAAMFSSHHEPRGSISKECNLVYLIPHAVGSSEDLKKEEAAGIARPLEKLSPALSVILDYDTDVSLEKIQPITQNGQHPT
# M1 ag: M1 muscarinic receptor agonism | CHO-M1 cells, Fluo-4 calcium fluorescence, agonist mode; stronger effect = higher value | B-score at 10 µM | hit rate 3% among 64,000;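 active means fluorescence rise, raw or as B-score row- and column-corrected plate score, outside the 99.7% band of its plate's samples, either direction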
# Ecoli tolC: growth inhibitors of E. coli BW25113 tolC mutant; hit rate 2.2% among 65,000; AID 573; growth inhibition, % at 10 µM (by protocol); OD615;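 active means growth inhibition at or above a cutoff equal to the mean over every tested compound plus 3 SD, cut at about 60% in these data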;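 further: growth measured after 20 h incubation at 37 °C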
#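 System: E. coli ΔtolC::kan strain BW25113; Buffer or medium: LB broth supplemented with 50 µg/mL kanamycin; Compound: 10 µM final, single dose; Incubation: bacterial growth with compound for 20 h at 37 °C; Signal: A615 absorbance measurement; Evaluation: growth inhibition in percent.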
# Jurkat tox 60K: reduces viability or proliferation of Jurkat cells; hit rate 1.2% among 56,000; inhibition, % at 4 µM; Jurkat E6.1 viability, ATP luminescence, 48 h;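 active means inhibition above the mean inhibition of all tested compounds plus 3 SD, cut at about 28% in these data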
# HEK293 NFkB inh: lowers PMA/ionomycin-induced NF-kB signal in HEK293 cells. HEK-293 NF-kB luciferase reporter, luminescence. inhibition, % at 3 µM. hit rate 0.21% among 62,000. AID 465;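 active means inhibition above the mean of all tested compounds plus 3 SD, cut at about 40% in these data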;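 further: 0% = stimulated DMSO wells and 100% = 10 µM reference inhibitor 5653914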
#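 Reagent: PMA plus ionomycin mix as NF-kB-activating stimulus. Assay system: NF-kB luciferase reporter HEK-293 cells. Technique: luminescence from luciferase substrate reagent. Incubation: 1 h compound pre-incubation, 16 h PMA/ionomycin at 37 °C. Benchmarks: DMSO only as uninhibited control, 10 µM reference inhibitor as full inhibition. Repeats: tested once.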
# M1 antagonist: antagonists of rat M1 muscarinic receptor; P08482; CHO-M1 cells, Fluo-4 calcium, ACh EC80 antagonist mode; stronger effect = lower value; B-score at 10 µM; hit rate 3.4% among 64,000; AID 628;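 active means calcium fluorescence response, raw or row-and-column corrected B-score, differing from the plate sample mean either way at a set confidence level, mostly lower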
# SF1 activator: activators of human nuclear receptor SF-1; Q13285; CHO-K1 Gal4-SF-1 LBD luciferase reporter; % increase over DMSO SF-1-specific signal; activation, % at 10 µM; hit rate 1.9% among 65,000; AID 522;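 active means activation above the mean activation of all tested compounds plus 3 SD, cut at about 50% in these data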
#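 System: CHO-K1 cells with Gal4–hSF-1 LBD chimera plus Gal4-driven luciferase; quantity: 4,000 CHO-K1 cells per well; compound: one dose, 10 µM compound, 1% DMSO; times: 20 h compound treatment, 37 °C; measured by: SteadyLite luciferase luminescence; read-out: percent activation versus DMSO; benchmarks: DMSO and mock-transfected background; replicates: one test per compound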
# TNAP act DEA: activates human TNAP at intermediate phosphate acceptor concentration; purified TNAP, CDP-star luminescence, 100 mM DEA, 30 min; stronger effect = higher value; scale: 0 levamisole-inhibited, 1 vehicle-only enzyme; activation factor at 20 µM; 64,000 tested, under 10 active; AID 813;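 active means activation factor of at least 2 at 20 µM, relative to controls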
# NADH enzymes: blocks coupling enzymes of NAD/NADH assays. coupled PK/LDH NADH assays, four targets. IC50, µM (series often up to 10 µM), without a hit: at the highest dose inhibition. hit rate 0.02% among 65,000. AID 774;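 active means single-dose screening hits from any of four coupled enzyme assays that gave an IC50 when retested across doses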;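 further: the DPM-DC format reads NADH fluorescence rather than 340 nm absorbance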
# Starred values were filed as active, the others as inactive; · = no result given. An unsorted share of the library; overall some 15% were active at least once.
1) O=C(Cc1cc(=O)[nH]c(=O)[nH]1)N1CCN(C(=O)c2ccco2)CC1
2) O=C(c1noc2c1CCCCC2)N1CCN(C(c2ccccc2)c2ccccc2)CC1
3) N#CC1=C2SCN(Cc3ccccc3)CN2C(=O)CC1c1cccs1 (configuration not stated)
4) COc1ccc(NC(=O)CN2CCN(S(=O)(=O)c3ccc(C(C)C)cc3)CC2)cc1OC
5) Cc1ccc(-n2nnnc2SCC(=O)Nc2c(C)n(C)n(-c3ccccc3)c2=O)cc1
6) O=C(Nc1nccs1)NC1CCCCC1
7) CCC(=O)n1nc(-c2cccnc2)nc1NCc1ccc(OC)cc1
8) O=C1CN2C(=N1)N(Cc1ccccc1)c1ccccc12
9) COc1ccccc1-c1nnc(Nc2nc3c(OC)cccc3s2)o1
10) Cc1ccc2cc3cc(C(=O)N4CCCCCC4)oc3nc2c1

compound no.	1	2	3	4	5	6	7	8	9	10
D1 allo mod	0.00127	-0.0228	0.604	0.869	-0.158	-0.0227	10.9*	0.571	-0.626	0.0765
M1 ag	-1.85	-0.0991	-0.106	0.526	-0.0327	-0.714	0.399	-0.115	-1.85	3.56
Ecoli tolC	0.3	24.5	-10.2	5.7	-8.7	3.2	24.0	-9.5	5.7	8.5
Jurkat tox 60K	1.2	0.3	-3.8	-3.4	4.4	-10.7	12.1	-9.7	86.7*	1.1
HEK293 NFkB inh	10.9	3.5	-3.6	4.9	16.1	4.2	11.5	13.8	5.8	-45.8
M1 antagonist	0.877	-0.307	0.272	-0.0212	0.021	0.63	-0.048	-0.2	0.289	-0.434
SF1 activator	-30.9	-19.8	-1.4	3.5	-7.3	9.3	-2.5	9.9	-67.0	18.8
TNAP act DEA	0.9	0.9	0.9	0.9	0.9	0.9	0.8	0.9	1.2	0.9
NADH enzymes	7.0%	2.0%	15.0%	6.0%	1.0%	5.0%	9.0%	7.0%	9.0%	16.0%

# Record cards, as listed above:
# O=C1CN2C(=N1)N(Cc1ccccc1)c1ccccc12 is listed with D1 allo mod = 0.571; M1 ag = -0.115; Ecoli tolC = -9.5; Jurkat tox 60K = -9.7; HEK293 NFkB inh = 13.8; M1 antagonist = -0.2; SF1 activator = 9.9; TNAP act DEA = 0.9; NADH enzymes = 7.0%
# CCC(=O)n1nc(-c2cccnc2)nc1NCc1ccc(OC)cc1 is listed with D1 allo mod = 10.9*; M1 ag = 0.399; Ecoli tolC = 24.0; Jurkat tox 60K = 12.1; HEK293 NFkB inh = 11.5; M1 antagonist = -0.048; SF1 activator = -2.5; TNAP act DEA = 0.8; NADH enzymes = 9.0%

# Continuation:
11) Cc1cc(=O)[nH]c(SCC(=O)NCCOc2ccccc2)n1
12) CN(Cc1ccco1)C(=O)C(Cc1ccccc1)NS(=O)(=O)c1ccc2c(c1)CCC(=O)N2 (configuration not stated)
13) O=C(O)CCCNc1cc(N2CCC3(CC2)OCCO3)c2noc3c2c1C(=O)c1ccccc1-3
14) CSc1ccc(S(=O)(=O)Nc2ccc(F)cc2)cc1
15) CCc1cc(=O)oc2cc(C)c(CN3CCCC(C)C3)c(O)c12 (configuration not stated)
16) CCOC(=O)N1CCN(C(=O)c2ccc(C)c(S(=O)(=O)Nc3cccc(C)c3C)c2)CC1
17) O=C(Nc1cc(C(F)(F)F)ccc1Cl)C1CCN(c2nnc(-n3cccc3)s2)CC1
18) Cc1ccc(NC(=O)CSc2nnc(-c3ccncc3)n2N)cc1C
19) CC(=O)N(CCO)Cc1cc2cc(C)cc(C)c2[nH]c1=O
20) Cc1[nH]nc2nc3c(c(OC(=O)c4ccccc4)c12)c(=O)n(C)c(=O)n3C

compound no.	11	12	13	14	15	16	17	18	19	20
D1 allo mod	0.502	0.178	2.54	-0.163	·	-0.203	-1.43	0.886	-0.488	·
M1 ag	0.531	-0.0224	6.19*	-1.38	-0.76	·	-0.227	0.855	0.0131	-0.61
Ecoli tolC	-6.8	0.9	-0.9	38.0	8.3	18.9	7.7	-12.1	-2.3	18.7
Jurkat tox 60K	7.6	-8.9	-2.1	0.9	·	6.5	-1.2	·	4.7	10.0
HEK293 NFkB inh	2.2	-0.3	-8.6	4.8	·	5.6	6.8	18.6	13.3	0.8
M1 antagonist	0.178	-0.844	0.416	-1.37	-0.0119	·	0.24	0.734	1.23	-0.555
SF1 activator	-20.2	-11.3	34.8	-1.6	14.4	9.3	-14.6	11.0	5.7	-17.4
TNAP act DEA	0.9	0.9	0.9	0.9	0.8	0.9	0.9	0.8	1	0.9
NADH enzymes	2.0%	2.0%	7.0%	2.0%	3.0%	4.0%	3.0%	6.0%	14.0%	3.0%

# Sorted by count of non-hydrogen atoms (lowest first): part of the list above
18) Cc1ccc(NC(=O)CSc2nnc(-c3ccncc3)n2N)cc1C
2) O=C(c1noc2c1CCCCC2)N1CCN(C(c2ccccc2)c2ccccc2)CC1
4) COc1ccc(NC(=O)CN2CCN(S(=O)(=O)c3ccc(C(C)C)cc3)CC2)cc1OC

compound no.	18	2	4
D1 allo mod	0.886	-0.0228	0.869
M1 ag	0.855	-0.0991	0.526
Ecoli tolC	-12.1	24.5	5.7
Jurkat tox 60K	·	0.3	-3.4
HEK293 NFkB inh	18.6	3.5	4.9
M1 antagonist	0.734	-0.307	-0.0212
SF1 activator	11.0	-19.8	3.5
TNAP act DEA	0.8	0.9	0.9
NADH enzymes	6.0%	2.0%	6.0%

# 3 entries out of the list above, arranged by the value under NADH enzymes, descending:
No.	structure	NADH enzymes
19	CC(=O)N(CCO)Cc1cc2cc(C)cc(C)c2[nH]c1=O	14.0%
16	CCOC(=O)N1CCN(C(=O)c2ccc(C)c(S(=O)(=O)Nc3cccc(C)c3C)c2)CC1	4.0%
14	CSc1ccc(S(=O)(=O)Nc2ccc(F)cc2)cc1	2.0%

# (list continues)
21) O=C1c2cccnc2C(=O)N1c1cccc(-c2nc3ccccc3o2)c1
22) Cc1cccc(OCC(=O)Nc2ccccc2N2CCN(C(=O)C(C)C)CC2)c1C
23) CC(=O)c1c(C)[nH]c(C(=O)OCc2nnc(-c3ccccc3)o2)c1C
24) CCCCn1cnc2sc3c(c2c1=N)CCCC3
25) CCc1n[nH]c2c1C(=O)CC(C)(C)C2
26) COc1ccc(C)cc1S(=O)(=O)Nc1ccc(F)cc1
27) CC(=O)Nc1ccc(S(=O)(=O)N2CCC(NC(=O)C(Cc3cccn3C)NC(C)=O)CC2)cc1 (configuration not stated)
28) CC1Cc2ccccc2N1C(=O)C1CCCN(S(=O)(=O)c2cccc3cccnc23)C1 (configuration not stated)

compound no.	21	22	23	24	25	26	27	28
D1 allo mod	0.131	0.262	-0.975	-0.924	0.622	-0.426	-1.05	1.88
M1 ag	0.0212	1.6	2.77*	-0.659	0.596	0.187	0.0349	0.1
Ecoli tolC	16.9	56.0	-0.3	7.8	-10.9	8.8	-16.3	34.6
Jurkat tox 60K	-3.8	-0.1	9.1	2.5	-10.6	0.6	-2.5	6.8
HEK293 NFkB inh	4.2	13.4	8.4	18.1	6.2	4.9	-4.3	6.6
M1 antagonist	0.25	0.1	-0.198	-2.48*	0.853	0.402	-0.853	-0.29
SF1 activator	13.7	6.3	-17.1	-9.0	9.5	7.1	-16.4	7.4
TNAP act DEA	0.8	1	0.8	0.9	0.5	1	1	1
NADH enzymes	2.0%	1.0%	2.0%	4.0%	2.0%	5.0%	4.0%	8.0%

# High-throughput results deposited in PubChem BioAssay by several laboratories.
